PKA-R1A activ = activates the PKA-R1A holoenzyme complex; P00514+P68181; PKA-R1A dissociation, Cy5-IP20 fluorescence polarization; scaled: DMSO 0%, 113 µM cGMP 100%; activation, % at 11.4 µM; actives 0.083% (n = 340,000);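 active = percent activation above the mean of all tested compounds plus 3 SD, cut at about 19% in these data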;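 also: higher means more PKAc released from R1A so a rise in polarization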
HTR5A inv ag = HTR5A inverse agonism, opioid heterodimer counter-screen | P47898 | HTR5A cell line, luminescence | inhibition, % at 9.3 µM | actives 0.083% (n = 340,000); in the data active = inhibition mostly above about 23%, no sharp cut-off; inactive = mostly below about 18%;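 also: 0% = cells with DMSO and 100% = no-cell wells with DMSO; some compounds called inactive have numbers as strong as hits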
SUMO Mot1 rescue = blocks SUMOylation pathway, rescuing yeast Mot1-301 growth. S. cerevisiae Mot1-301 growth rescue, ATP luminescence, 38.5C; percent above DMSO median, 100 means doubled. growth rescue, % at 18.8 µM. actives 1% (n = 320,000). AID 2716;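 active = every valid replicate shows activation above 250% relative to neutral control wells; inactive = the rest, any valid replicate at or below 250%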;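 also: OY570 slx delta 5 strain wells were the positive control but not used for scaling; some compounds called inactive have numbers as strong as hits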
PKA-R2B activ = activates the human PKA-R2B holoenzyme complex | activation, % at 11.4 µM | P22694+P31323 | PKA-R2B holoenzyme dissociation, Cy5-IP20 fluorescence polarization; R2B truncated from residue 108, S112A mutant; 0% DMSO only, 100% 113 µM cGMP | AID 504700 | actives 0.079% (n = 340,000);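 active = activation above a cutoff set at the mean over all compounds plus 3 SD, cut at about 18% in these data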;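 also: higher means more holoenzyme dissociation and a rise in polarization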
E coli growth = reduces bacterial viability in AddAB counter-screen. actives 0.27% (n = 330,000). inhibition, % at 11.9 µM. E. coli V3065 growth, OD600 absorbance, 18 h. AID 449728;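 active = inhibition above the campaign's mean inhibition across all tested compounds plus 3 SD, cut at about 9.9% in these data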;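 also: uninfected addAB+ strain grown without phage in ampicillin broth; 0% = DMSO wells and 100% = ciprofloxacin 0.95 µg/ml wells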
DAGLB inh = blocks human DAGLB lipase activity | Q8NCG7 | HEK293T DAGLB membrane lysate, EnzChek fluorogenic substrate | inhibition, % at 5.17 µM | actives 0.059% (n = 340,000); in the data active = inhibition above about 34%;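 also: 0% = enzyme with vehicle and 100% = wells lacking enzyme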
Target sequence (Q8NCG7 whole entry, looked up): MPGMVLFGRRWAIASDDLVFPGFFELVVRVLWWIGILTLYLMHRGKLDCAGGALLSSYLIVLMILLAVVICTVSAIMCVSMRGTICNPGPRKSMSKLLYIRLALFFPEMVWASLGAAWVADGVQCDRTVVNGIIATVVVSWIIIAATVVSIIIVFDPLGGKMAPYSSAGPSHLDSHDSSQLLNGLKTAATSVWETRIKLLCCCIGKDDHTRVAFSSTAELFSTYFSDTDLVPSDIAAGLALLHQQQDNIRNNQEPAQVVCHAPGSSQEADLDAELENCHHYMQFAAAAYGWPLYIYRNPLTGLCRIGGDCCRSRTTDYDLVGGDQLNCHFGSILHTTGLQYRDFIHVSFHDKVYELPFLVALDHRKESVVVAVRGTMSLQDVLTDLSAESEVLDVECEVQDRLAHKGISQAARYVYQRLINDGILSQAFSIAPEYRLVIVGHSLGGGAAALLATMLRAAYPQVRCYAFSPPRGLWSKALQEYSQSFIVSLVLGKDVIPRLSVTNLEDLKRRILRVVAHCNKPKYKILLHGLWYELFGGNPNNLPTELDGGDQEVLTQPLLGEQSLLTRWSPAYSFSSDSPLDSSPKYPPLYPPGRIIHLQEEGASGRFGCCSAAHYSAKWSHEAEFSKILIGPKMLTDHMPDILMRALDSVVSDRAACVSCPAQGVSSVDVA
Tat export inh = E. coli Tat transport inhibition; E. coli MC4100 TorA-mCherry Tat export, fluorescence; inhibition, % at 10 µM; actives 0.036% (n = 340,000);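 active = mean replicate inhibition at least 50% and at least half of replicates individually reaching 50%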;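 also: exported cargo escapes ClpAP degradation while cytoplasmic cargo is degraded and loses fluorescence; 0% = median of neutral control wells and 100% = median of NaSCN control wells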
HTR5A ag = activates human HTR5A in OPRM1-OPRD1 agonist counter-screen | actives 0.61% (n = 340,000) | P47898 | AID 504692 | HTR5A agonist assay, luminescence, cell-based | activation, % at 9.3 µM; in the data active = activation mostly above about 9.5%, no sharp cut-off; inactive = mostly below about 7.6%;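 also: 0% = cells with vehicle only and 100% = reference agonist; strong numbers were not always called active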
CDK5 p35 inh = CDK5/p35 (human) kinase inhibition; Q00535+Q15078; Recombinant CDK5/p35, ADP-Glo luminescence, 60 min; inhibition, % at 10 µM; actives 0.01% (n = 330,000); AID 488839;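 active = highest replicate inhibition of at least 50% and at least 75% of replicates reaching 50%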;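 also: plate controls were DMSO neutral control for no effect and GW8510 at 10 µM for full effect; many of its hits are not listed in these tables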
AddAB inh = less growth of phage-infected E. coli with AddAB; E. coli expressing H. pylori AddAB, absorbance growth; inhibition, % at 11.9 µM; actives 0.29% (n = 330,000); AID 435030; in the data active = inhibition above about 12%;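 also: 0% = vehicle wells of infected cells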
phage Ecoli inh = E. coli growth loss with phage present; growth absorbance; inhibition, % at 11.9 µM; actives 0.26% (n = 360,000); AID 651602; in the data active = inhibition above about 11%
* marks the source's active call; other numbers are inactive results; / = no result given.

SMILES	PKA-R1A activ	HTR5A inv ag	SUMO Mot1 rescue	PKA-R2B activ	E coli growth	DAGLB inh	Tat export inh	HTR5A ag	CDK5 p35 inh	AddAB inh	phage Ecoli inh
COc1cc(OC)c(OC)cc1/C=N/NC(=O)C[n+]1ccccc1	-9	-18	-1	-11	-3.4	1	-6	3	-0.4	-1.4	0.9
NC1(C#Cc2ccc3oc(=O)c(-n4cc(C5(O)CCCCC5)nn4)cc3c2)CCCCC1	3	-11	17	7	2.8	4	-3	3	-0.1	3.4	2.5
CC(C)C(=O)Nc1ccc(S(=O)(=O)Nc2ccccn2)cc1	6	1	-5	4	-2.0	-1	15	0	1.4	-0.5	6.6
CC(C)Cn1c(N)c(C(=O)COC(=O)c2ccc(O)cc2O)c(=O)n(C)c1=O	0	0	-2	-14	-1.6	-1	-6	0	-1.9	3.0	5.2
O=C1Nc2ccc(S(=O)(=O)NCC3CCCO3)c3cccc1c23 (stereo not drawn)	-9	-2	10	-4	-1.4	-1	-6	-1	0.5	4.1	0.2
O=C(C1CCN(S(=O)(=O)c2ccccc2)CC1)N1CCN(Cc2ccccc2)CC1	-1	-8	2	0	/	-2	6	3	0.6	/	0.9
Cc1cc(C(=O)c2ccccc2)cc(C)c1O	2	16	/	0	/	0	-13	-4	0.4	/	2.7
Cc1ccsc1C(C(=O)NC1CCCCC1)N(C(=O)Cc1cccs1)C1CC1 (stereo not drawn)	9	-12	17	-7	3.1	-3	-2	1	-4.0	-0.6	0.6
CSc1ccccc1NC(=O)COC(=O)c1ccccc1O	-1	-5	3	13	0.1	-9	-3	2	0.1	1.5	-2.8
Cc1cc(C(F)(F)F)nn1-c1nc(-c2ccco2)cc(C(F)(F)F)n1	2	-1	/	4	-1.7	-6	-6	0	0.9	-0.7	1.2
CCCCCCCCOC(=O)CCn1[nH]c(=O)c2ccccc2c1=O	0	-9	-3	-6	4.3	5	-2	-4	0.3	3.4	5.1
CCOc1ccccc1NC(=O)CN(C)S(=O)(=O)c1cccc2nsnc12	-2	-32	-6	-4	-2.2	-2	-6	12	-0.6	-0.5	-0.8
CCOc1cc(C2C(C(=O)N3CCCCC3)=C(C)NC3=C2C(=O)CCC3)cc(Br)c1O (stereo not drawn)	-1	4	1	11	0.9	1	-1	7	-1.1	-1.7	2.9
Cc1c(-c2nnc(-c3ccc(C(F)(F)F)cc3)o2)cnn1-c1ccccc1	2	15	6	-4	1.3	-2	-5	-6	1.5	2.3	1.3
COc1ccc(CNC(=O)c2c(-c3cc(Cl)c(OC)c(Cl)c3)noc2C)cc1	-5	-28	65	-13	-0.8	-10	-5	9	-5.2	3.3	2.1
Cc1ccc(OCC(=O)NS(=O)(=O)c2ccc(Cl)cc2)cc1	0	4	0	0	0.7	2	9	6	0.9	1.0	1.4
Oc1c(N=Nc2ccccc2)sc2ccccc12	-4	19	-35	-6	-0.3	8	-4	-3	0.9	0.2	1.4
Cc1cn(-c2ccc(Br)cc2)[nH]c1=O	7	-31	28	-12	0.1	5	-3	12	2.2	1.8	1.4
CSCCC(NC(=O)c1cccc([N+](=O)[O-])c1)C(=O)OCC(=O)N1CCCC1=O (stereo not drawn)	-2	0	2	-12	1.9	-2	-7	2	0.5	3.2	3.2
COc1ccc(C2CC(c3ccc(C)cc3)Nc3nc(N)nn32)cc1 (stereo not drawn)	-1	2	-5	-10	0.5	3	1	-1	-0.2	1.3	0.8
N#CCCN(C(=O)c1ccco1)c1ccccc1	1	9	-2	-9	0.3	-2	-12	-3	-1.4	3.9	2.6
O=C(N/N=C/c1ccc2ccccc2c1)c1ccc(COc2ccc3c(c2)CCC3)o1	-10	18	6	-9	1.7	-3	-1	2	-0.2	0.4	2.6
Cc1onc(-c2ccccc2Cl)c1C(=O)NCc1nc(-c2ccc(C(F)(F)F)cc2)no1	3	1	-11	-10	-1.3	-9	7	-2	0.1	4.5	4.1
CCOc1cc(Br)ccc1S(=O)(=O)NCc1ccccc1	-3	-4	20	-5	0.4	0	0	2	0.8	0.8	/
COCCOC(=O)c1c(C)nc(SCC(=O)Nc2ccc(C)cc2)c(C#N)c1-c1ccco1	-3	11	266	-3	-1.1	-4	-1	-1	-0.8	0.1	2.2
O=S(=O)(NCC(c1ccco1)N1CCCCC1)c1cccc(C(F)(F)F)c1 (stereo not drawn)	-6	-13	-8	-10	-2.4	-2	2	-1	-0.3	0.2	0.8
O=C(CCC(=O)Nc1ccccc1)NNC(=O)c1ccccc1Cl	-16	21	-14	-3	-0.2	0	7	2	-1.3	-0.5	0.2
COc1ccc(Nc2nc(N)nc(CSc3nc(C)cc(C)n3)n2)cc1	-7	12	362	2	0.2	1	1	-4	-0.4	-1.4	2.2
CCOC(=O)C(C)n1cnc2c(nnn2Cc2ccc(C)cc2)c1=O (stereo not drawn)	4	14	1	-6	0.7	-1	-7	0	0.6	1.2	1.6
O=C(NCCN1CCN(c2ccccc2)CC1)Nc1ccccc1Br	9	-12	12	7	/	-3	0	3	-1.0	/	-0.2
COc1cccc([C@@H]2CC=C(C(=O)O)[C@H](c3ccccc3F)N2S(=O)(=O)c2ccc(C)cc2)c1	-11	-3	103	-1	-0.4	6	0	0	-1.1	-2.1	1.1
CCc1nc(NCc2ccccc2)c(C#N)c2c1CCCC2	-1	-2	12	-3	0.2	-14	-7	1	-1.7	2.1	3.4
CCOc1ccc(-n2c(C)nc3cc(C(=O)NCc4ccc5c(c4)OCO5)ccc32)cc1	-5	-28	4	-7	1.4	-8	4	0	-0.9	2.2	3.5
Cc1ccc(NC(=O)C2CCN(S(=O)(=O)c3ccc(Cl)c(C(F)(F)F)c3)CC2)nc1	-9	4	5	-1	1.2	1	7	4	-0.3	-2.7	4.3
Cc1ccc(-c2nnc(-c3ccc4ccccc4c3)o2)cc1	-3	-10	/	-8	/	-20	-6	3	1.6	/	4.2
CCOC(=O)N1CCN(C(=O)c2cn(C)c3ccc(S(=O)(=O)N(C)C4CCCCC4)cc3c2=O)CC1	5	9	-8	4	1.2	-1	7	-2	1.0	0.2	2.6
Cc1cccc2c1CC(C)(C)N/C2=C\C(N)=O	-8	-7	-8	-14	-1.2	-1	8	6	-0.7	0.3	1.0
Cc1ccc(-c2ncccc2OC(=O)C23CC4CC(CC(C4)C2)C3)cc1	-6	-12	13	1	-0.3	-11	8	7	0.4	3.6	1.3
Cc1ccc(-n2c(=O)c(C#N)cc3c(=O)n4ccccc4nc32)cc1C	-10	2	-13	-3	-2.2	2	-3	12	-1.7	1.8	2.3
COc1ccc(CNC(=O)CC23CC4CC(CC(C4)C2)C3)cc1OC	6	-3	-5	-5	-1.8	-2	2	-1	0.2	0.2	0.6
CCOC(=O)Cn1nc(C)n(-c2ccc(Cl)cc2)c1=O	7	-3	88	10	2.8	1	4	1	1.3	1.9	1.2
COc1c(OC(C)=O)c(=O)n2c3ccccc3c3ccnc1c32	1	-3	-12	-14	1.8	0	-7	8	-0.6	3.2	1.4
CSc1ccccc1NC(=O)CN(C)C(=O)c1ccc2c(c1)OCCO2	6	-13	-13	-5	1.8	-2	10	4	-0.9	2.4	2.0
Cc1nn(C)c(C)c1S(=O)(=O)NC1CCCC1	-5	-18	3	-10	0.7	-3	-7	4	0.2	0.9	0.4
CC(=O)c1cccc(Oc2cc(NN3CCCCC3)c([N+](=O)[O-])cc2[N+](=O)[O-])c1	1	-16	-16	-1	-0.9	-2	6	-1	0.2	1.0	1.1
O=C(O)c1ccc(NS(=O)(=O)c2cc(Cl)ccc2Cl)cc1	-7	-9	66	-8	-0.3	-2	-2	16*	1.2	3.3	2.0
COCCNC(=O)C(NC(=O)C1CCCCC1)C(C)C (stereo not drawn)	-1	-23	-4	-4	0.9	0	-7	7	0.8	0.2	0.5
Cc1ccc(NC(=O)COC(=O)CNC(=O)c2ccc3ccccc3c2)c([N+](=O)[O-])c1	-2	0	6	4	4.2	-5	3	0	-1.1	0.8	2.4

Filtered by structure: the entries above containing an aryl methoxy group
SMILES	PKA-R1A activ	HTR5A inv ag	SUMO Mot1 rescue	PKA-R2B activ	E coli growth	DAGLB inh	Tat export inh	HTR5A ag	CDK5 p35 inh	AddAB inh	phage Ecoli inh
COc1cc(OC)c(OC)cc1/C=N/NC(=O)C[n+]1ccccc1	-9	-18	-1	-11	-3.4	1	-6	3	-0.4	-1.4	0.9
COc1ccc(CNC(=O)c2c(-c3cc(Cl)c(OC)c(Cl)c3)noc2C)cc1	-5	-28	65	-13	-0.8	-10	-5	9	-5.2	3.3	2.1
COc1ccc(C2CC(c3ccc(C)cc3)Nc3nc(N)nn32)cc1 (stereo not drawn)	-1	2	-5	-10	0.5	3	1	-1	-0.2	1.3	0.8
COc1ccc(Nc2nc(N)nc(CSc3nc(C)cc(C)n3)n2)cc1	-7	12	362	2	0.2	1	1	-4	-0.4	-1.4	2.2
COc1cccc([C@@H]2CC=C(C(=O)O)[C@H](c3ccccc3F)N2S(=O)(=O)c2ccc(C)cc2)c1	-11	-3	103	-1	-0.4	6	0	0	-1.1	-2.1	1.1
COc1ccc(CNC(=O)CC23CC4CC(CC(C4)C2)C3)cc1OC	6	-3	-5	-5	-1.8	-2	2	-1	0.2	0.2	0.6
COc1c(OC(C)=O)c(=O)n2c3ccccc3c3ccnc1c32	1	-3	-12	-14	1.8	0	-7	8	-0.6	3.2	1.4
